Bioassay records (PubChem BioAssay)
Imprint erasure: genomic imprint erasure induction; mouse ES Peg3-LacZ reporter, beta-gal luminescence, 40 h; Potency, µM (series often up to 60.7 µM), inactives show top-dose activity change, positive = activation, most hits filed as activators; actives 0.02% (n = 110,000); AID 1948;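 note: 0% = negative control wells on the plate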
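Gelatin-coated wells received 300 freshly trypsinized female ES cells with a Peg3LacZ-Neo reporter on the maternal allele, then incubated 40 hours at 37C. BetaGlo was added for 5 minutes at room temperature before a single luminescence read.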
p53ts 39C kill: cytotoxicity in p53ts cells at nonpermissive temperature | H1299-p53A138V viability at 39C, ATP luminescence, 24 h | Potency, µM (series often up to 46.1 µM), for inactives: at the highest dose activity change, negative = cell killing, usual class: cytotoxic | actives 1.5% (n = 130,000) | AID 902; note: nearly all actives have a fitted effect of over 55% in size
p53ts 32C kill: p53ts cell cytotoxicity, permissive temperature. Potency, µM (highest dose often 46.1 µM), for inactives: at the highest dose activity change, negative = cytotoxicity, usual class: cytotoxic. actives 0.93% (n = 130,000). H1299-p53A138V at 32C, ATP luminescence viability, 24 h;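 note: 0% = DMSO and -100% = full killing by reference compound; nearly all actives have a fitted effect of over 55% in size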
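Viability by ATPlite luminescence after 24 h compound treatment (up to 46 uM) at the permissive 32C. Cells are H1299 carrying p53 A138V. Scale runs from DMSO basal to 100 uM tamoxifen as full kill; AC50 from Hill fits.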
IkB signaling: suppresses IkB signaling in ABC-DLBCL reporter cells; ABC-DLBCL IkBa-CBG/CBR dual luciferase ratio, 4 h; response scale: scaled: untreated 0%, proteasome inhibitor 100%; Potency, µM (top dose mostly 57.1 µM), for the others: at the highest dose IkBa stabilization activation; actives 0.04% (n = 110,000); active = well fitted curve in the direction sought with a large enough effect in the signal ratio, not every such curve was filed as active; inconclusive = small, poorly fitted or top-dose-only effect, or a change in a side signal; the % refers to the signal ratio;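 note: the direction sought is a rising ratio; 0% = basal untreated cells and 100% = reference inhibitor full response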
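Luminescence ratio of IκBα-fused green versus native red beetle luciferase in OCI-Ly3 cells, 4 h post-doxycycline with compound; red signal alone, scaled from basal (0%) to zero light (-100%), flagged nonspecific or cytotoxic effects.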
Active calls of the source: *; ? = inconclusive; · = not tested or not shown; [ ] = remark or other dose. Unless noted, calls come from the whole dose curve; as a rule, active = well fitted curve in the direction sought with a large enough effect; inconclusive = small, poorly fitted or top-dose-only effect, or another doubt; inactive = no such curve, though single readings can be large; an effect the other way counts as inactive or inconclusive. Unless noted, % is set by controls: 0 for no effect and ±100 for the full control effect; potency is the fitted concentration of half-maximal effect.

SMILES | Imprint erasure | p53ts 39C kill | p53ts 32C kill | IkB signaling
O=C(Oc1ccnc2cc(Cl)ccc12)N1CCCCCC1 | -17% | -8% | 0% | ?
Cc1ccc(Cl)cc1N1CCN(C(=O)c2cc3c(=O)oc4ccccc4c3s2)CC1 | -6%[10.9 µM] | 13% | -7% | -2.4%
Cc1ccc(C(C(=O)NC2CCCCC2)N(C)Cc2ccccc2)cc1 (stereo unspecified) | -12%[10.9 µM] | -24% | -1% | 19%
COCCCn1c(SCc2cc(=O)[nH]c3ccccc23)nnc1-c1ccco1 | -4% | -2% | 5% | 1.3%
Cc1nc2cnc(Nc3ccccc3)nc2n(Cc2cccs2)c1=O | · | -21% | -24% | -2.1%[11.4 µM]
Cc1ccc(NC(=O)Cn2c(=O)oc3cc(S(=O)(=O)NCc4ccccc4)ccc32)cc1 | -12%[10.9 µM] | -28% | -5% | ?
Cc1c(C(=O)O)[nH]c2c1C(=O)CC(c1ccccc1)C2 (stereo unspecified) | -17% | -3% | -8% | -0.6%
C=CCOn1c(=O)c(=O)n(OCc2ccccc2)c2ccccc21 | -10% | -9% | 0% | 2.4%
COc1ccc(-c2cc(C(=O)NCCc3ccccc3)c3c(-c4ccccc4)[nH]nc3n2)cc1 | -5%[10.9 µM] | 13µM* | ? | ?
COc1ccc(C(=O)Nc2ccc(S(=O)(=O)Nc3nccnc3OC)cc2)cc1OC | -13% | 13% | -4% | -1.2%
Cc1ccc(-n2ncc(C(=O)NCc3ccc4c(c3)OCO4)c2NC(=O)c2ccco2)cc1C | 3% | 11% | 9% | 0.4%
CCN(CC)C(=O)Nc1c(C)n(C)n(-c2ccccc2)c1=O | · | -3% | -16% | ·
O=C(NCc1cccnc1)C1c2ccccc2C(=O)N1Cc1ccco1 (stereo unspecified) | -9% | -8% | -13% | 7.2%
CCn1c(N2CCN(CC(=O)Nc3cccc(C)c3C)CC2)nc2ccccc21 | -14% | -8% | -5% | 1.2%
O=c1c(/C=N/O)coc2ccc3ccccc3c12 | -24% | 5% | 5% | 0.9%
O=C(C1CCN(S(=O)(=O)c2cnc[nH]2)CC1)N1CCN(c2ncccn2)CC1 | -19% | -12% | 7% | -0.4%
COCCN1C=C(C(=O)OC)C(c2ccc(OC)c(OC)c2)C(C(=O)OC)=C1 | -5% | 15% | 5% | -2.0%
O=c1[nH]c2ccc(NCc3ccc(-c4ccc(Cl)cc4)o3)cc2[nH]1 | -12%[10.9 µM] | -2% | -16% | 0.4%
CCOC(=O)c1cc2c(=O)n3ccccc3nc2n(Cc2ccco2)c1=NC(=O)c1ccc(OCC)cc1 | -11%[10.9 µM] | -3% | 3% | ?
COc1ccc(-c2noc(CCC(=O)Nc3ccc(C)c(C)c3)n2)cc1 | -21% | -11% | 5% | -5.0%
Cc1ccc2oc(=O)c3cnn(CC(=O)NCCCOC(C)C)c3c2c1 | -17% | 8% | -1% | 2.0%
CO/N=C(\C(=O)N[C@@H]1C(=O)N2C(C(=O)O)=C(COC(N)=O)CS[C@H]12)c1ccco1 | · | 0% | 0% | ·
COc1cc(C(=O)n2nc(C)c(Sc3ccc(Cl)cc3)c2C)cc(OC)c1OC | 11%[10.9 µM] | 12% | 25% | 10%
O=C1C=C(c2ccccc2)C(O)(c2ccccc2)C1 (stereo unspecified) | -13% | 3% | 9% | 0.4%
O=C(Cn1cccc1C(=O)c1ccccc1)NCc1ccc(F)cc1 | 7%[10.9 µM] | -11% | 8% | 2.0%
CCc1c(C)nc(SCCOc2ccc(OC(C)C)cc2)[nH]c1=O | -5% | -11% | -6% | 0.1%
COc1ccc(OC)c(CC2C(=O)Nc3ccc(Br)cc32)c1 (stereo unspecified) | 14%[10.9 µM] | ? | 11% | ?
O=C(NC1CCCCCC1)c1nnc(Cc2ccc(Cl)cc2)o1 | -11% | -9% | 2% | -1.2%
CCN(C(=O)Cn1c(=O)n(CCCS(=O)(=O)C2CCCCC2)c(=O)c2ccccc21)c1cccc(C)c1 | -7%[10.9 µM] | 24% | 22% | 0.6%
COc1ccc(C(c2nnnn2C(C)(C)C)N2CCN(C)CC2)cc1OC (stereo unspecified) | 2% | 1% | -26% | -0.7%
Cc1c(-c2ccccc2)nc2c(Cl)cccc2c1C(=O)OCC(=O)c1ccc(F)cc1 | -15%[10.9 µM] | 6% | 17% | ?
CCc1c(C)sc(NC(=O)c2cc(-c3ccc(OC)cc3)on2)c1C#N | 11%[10.9 µM] | 5% | 7% | 3.4%
Cc1ccc(CCNC(=O)CCCn2c(=O)c3ccccc3n(CC(=O)Nc3cc(Cl)ccc3C)c2=O)cc1 | 15%[10.9 µM] | -8% | ? | 1.6%
CC1(C)CC(=O)c2sc(NC(=O)CN3C(=O)CCC3=O)nc2C1 | 10% | -11% | 5% | -2.4%
Cc1cc(C)c2c(CC(=O)Nc3ccc(F)cc3)coc2c1 | -6%[10.9 µM] | -15% | 5% | -1.2%
CC(OC(=O)c1cc2sccc2n1C)C(=O)NCc1ccc2c(c1)OCO2 (stereo unspecified) | 0% | ? | -14% | -0.7%
COc1cccc(N2CCN(S(=O)(=O)c3ccc(-c4cnc(C5CC5)o4)cc3)CC2)c1 | -16%[10.9 µM] | -30% | -11% | 0.4%
O=C(Nc1cccnc1)c1cccs1 | -21% | 2% | -10% | -0.2%
O=S(=O)(Nc1cccc(-c2ccc(N3CCCC3)nn2)c1)c1ccc(F)c(C(F)(F)F)c1 | 1%[10.9 µM] | -5% | 6% | ?
Brc1cccc(-c2nnc(CN3CCN(c4ccccn4)CC3)o2)c1 | -5%[10.9 µM] | 4% | 7% | 2.6%
COC(=O)c1c(NC(=O)CN2CCN(c3ccccc3)CC2)c2c(C)cccc2n1C | -6% | -4% | 10% | -0.5%
COc1cccc(-c2nccc(NCc3cccnc3)n2)c1 | -10% | -6% | 10% | -2.0%[11.4 µM]
N#C/C(=C1\CCCN1)c1ccc2ccccc2n1 | 1% | -4% | -1% | 0.2%
Cc1ccc2oc3c(c(=O)c2c1)C(c1ccc(O)cc1)N(Cc1ccc2c(c1)OCO2)C3=O (stereo unspecified) | -21%[10.9 µM] | 3% | -9% | 5.1%
CCOc1ccc(S(=O)(=O)n2nnc3ccccc32)cc1C(C)C | 2% | 12% | 6% | -0.4%
COc1ccc(NC(=O)CSc2nc(-c3cccs3)cc(C(F)(F)F)n2)cc1Cl | -14%[10.9 µM] | -8% | 2% | ?
COc1cc(C2Sc3ccccc3NC3=C2C(=O)OC3)cc(OC)c1OC (stereo unspecified) | · | -2% | 2% | ·
COc1cc(/C=N/n2cnnc2)ccc1OC(=O)c1ccncc1 | -4% | 2% | 3% | 1.7%
CCOC(=O)Nc1oc2ccccc2c(=O)c1C | · | 19% | 6% | ·
C[C@H](CCC(=O)O)[C@H]1CC[C@H]2[C@H]3C(C[C@H](O)[C@]12C)[C@@]1(C)CC[C@@H](O)C[C@H]1C[C@H]3O (stereo partly specified) | 13% | -2% | 4% | ·
COc1ccc(C(=O)NCC(c2cccnc2)N2CCN(c3ccccc3)CC2)cc1 (stereo unspecified) | -8%[10.9 µM] | -15% | -10% | ?
CCOc1ccc(N(Cc2ccccc2)C(=O)c2nc(SCC)ncc2Cl)cc1 | -14%[10.9 µM] | -15% | 4% | ?
CC(C)c1ccc(-c2nc(N3CCCCC3)[nH]c(=O)c2C#N)cc1 | -5% | -3% | -4% | -2.2%
Cc1cnc(NC(=O)c2ccco2)s1 | -78%[inhibitor] | -27% | -29% | 0.0%
Cc1ccc(Cl)cc1NC(=O)C(Cc1ccccc1)NS(=O)(=O)c1cccc2nsnc12 (stereo unspecified) | 12%[10.9 µM] | -5% | -2% | ?
COC(=O)CCCCCN1C(=O)NC(CC2CC2)C(C(=O)OCc2ccccc2)=C1C (stereo unspecified) | -7% | -13% | 2% | ·
Cc1ccc(OCC(=O)OCc2cc(=O)n3c(C)csc3n2)cc1 | 6%[10.9 µM] | -8% | 1% | -2.6%
CN(C)C(=O)CSc1nnc(C23CC4CC(CC(C4)C2)C3)o1 | -15% | 3% | 4% | 0.2%
COc1ccc(NC(=O)CN2CCN(C3c4ccccc4-c4ccccc43)CC2)c(OC)c1 | 9% | -5% | -1% | 1.7%
CCOc1ccc(CC(=O)NCCc2sc3nc(-c4ccc(OC)cc4)nn3c2C)cc1 | -7%[10.9 µM] | -6% | 3% | ?

Part of the list above, limited to p53ts 39C kill:
SMILES | p53ts 39C kill
Cc1ccc(NC(=O)Cn2c(=O)oc3cc(S(=O)(=O)NCc4ccccc4)ccc32)cc1 | -28%
Cc1c(C(=O)O)[nH]c2c1C(=O)CC(c1ccccc1)C2 (stereo unspecified) | -3%

Four compounds from above, sorted by formula weight, rising:
SMILES | Imprint erasure | p53ts 39C kill | p53ts 32C kill | IkB signaling
Cc1ccc(OCC(=O)OCc2cc(=O)n3c(C)csc3n2)cc1 | 6%[10.9 µM] | -8% | 1% | -2.6%
CCOc1ccc(S(=O)(=O)n2nnc3ccccc32)cc1C(C)C | 2% | 12% | 6% | -0.4%
CCOc1ccc(N(Cc2ccccc2)C(=O)c2nc(SCC)ncc2Cl)cc1 | -14%[10.9 µM] | -15% | 4% | ?
CCOc1ccc(CC(=O)NCCc2sc3nc(-c4ccc(OC)cc4)nn3c2C)cc1 | -7%[10.9 µM] | -6% | 3% | ?

The results go on.
SMILES | Imprint erasure | p53ts 39C kill | p53ts 32C kill | IkB signaling
Cc1ccc(S(=O)(=O)Cn2nnnc2CN(Cc2ccco2)Cc2cccs2)cc1 | -1% | 1% | 7% | 1.0%
Cc1cccc(C)c1OCC(=O)Nc1cccc(NC(=O)c2ccco2)c1 | -24% | ? | ? | ?
CC(NC(=O)CN(C)S(=O)(=O)c1ccc2c(c1)c(=O)n(C)c(=O)n2C)c1ccccc1 (stereo unspecified) | -6%[10.9 µM] | -4% | 13% | -0.8%
Cc1ccc(Cl)cc1N1CCN(C(CC(C)C)c2nnnn2CC2CCCO2)CC1 (stereo unspecified) | -6% | -9% | 2% | 0.1%
CC1CCCCN1C(=O)Cn1ncc2c3ccccc3n(Cc3ccccc3F)c2c1=O (stereo unspecified) | -3%[10.9 µM] | -8% | 12% | ?
O=C(O)C1C2C=CC(C2)C1C(=O)OCc1ccccc1 (stereo unspecified) | 2% | 9% | -1% | 1.6%
CCc1ccccc1NC(=O)C(CC)Sc1ncnc2c1sc1ccccc12 (stereo unspecified) | -16%[10.9 µM] | ? | 3% | -0.8%
COc1ccc2c(c1)C(=O)N(c1ccccc1OC)C(=O)C2(C)C | -11% | -11% | 0% | -0.7%
COc1ccc(OC)c(NC(=O)CSc2nc3ccccc3c(=O)n2CCC(=O)NC2CCCCC2)c1 | -8%[10.9 µM] | -5% | 10% | -2.3%
COc1cccc(CNC(=O)c2ccc3c(=O)n4nc(Nc5ccccc5)sc4nc3c2)c1 | 29%[10.9 µM] | -13% | ? | ?
CCn1cc2nc(SCC(=O)Nc3ccccc3C(F)(F)F)n(Cc3ccc(C)cc3)c(=O)c2n1 | -14%[10.9 µM] | -8% | 24% | 1.9%
COc1ccc(-c2nnn(CC(=O)NCc3ccccc3)n2)cc1OC | · | 4% | 1% | ·
CS(=O)(=O)NC1c2cccc3cccc(c23)C1N1CCOCC1 (stereo unspecified) | -11% | 3% | 2% | 0.0%
O=C(CCC1N=C2c3ccccc3N=C(SCc3ccccc3F)N2C1=O)NCc1ccc(F)cc1 (stereo unspecified) | -7%[10.9 µM] | 31%[activator] | 0% | ?
COc1ccc(NC(=O)C2CCN(S(=O)(=O)c3ccc4[nH]c(=O)ccc4c3)CC2)cc1Cl | 8%[10.9 µM] | -14% | 7% | ?
COc1ccc(CCN2C(=O)c3oc4ccc(F)cc4c(=O)c3C2c2ccc(C(C)(C)C)cc2)cc1 (stereo unspecified) | 12%[10.9 µM] | 0% | -6% | ?
CCc1ccccc1NC(=O)c1ccc2[nH]c(C)c(C)c2c1 | -8%[10.9 µM] | -23% | ? | -1.0%
O=C(Cn1c(=O)n(-c2ccccc2)c(=O)c2c3c(sc21)CCCC3)Nc1ccc(F)cc1F | -2%[10.9 µM] | -26% | -11% | ?
